Screening results from PubChem.
M. tuberculosis: growth inhibition of non-replicating M. tuberculosis (AID 488890); Mycobacterium tuberculosis non-replicating, growth inhibition; higher % means a stronger effect; inhibition, % at 25 µM, or IC50 in µM where a hit was titrated; 320,000 tested, 0.39% active; in the data active = a potency from the dose series; inconclusive = inhibition mostly from about 82% at the one dose, without a potency; inactive = the rest, 99 in 100 with inhibition below about 76%;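 note: plate controls were DMSO cells for no effect and high antibiotic wells for full effect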
H1N1 NS1A inhibition: NS1A inhibition, H1N1 influenza, cell based functional assay (AID 504329); inhibition, % at 12.5 µM, or IC50 in µM where a hit was titrated; NS1A functional cell-based assay, percent inhibition; higher % means a stronger effect; 340,000 tested, 0.3% active; in the data active = a potency from the dose series; inconclusive = inhibition above about 27% without an active follow-up result; note: strong numbers were not always called active
inhibitors of VEEV: inhibitors of VEEV TC-83 cytopathic effect, confirmation, Vero cells (AID 588727); 350,000 tested, 0.13% active; Vero cells, VEEV TC-83 cytopathic effect inhibition; higher % means a stronger effect; inhibition, % at 20 µM, or IC50 in µM where a hit was titrated; in the data active = a potency from the dose series; inconclusive = inhibition mostly from about 14% at the one dose, without a potency; inactive = the rest, 99 in 100 with inhibition below about 12%; note: strong numbers were not always called active
H37Rv inhibition: M. tuberculosis growth inhibition, HTS (AID 449762); M. tuberculosis H37Rv growth inhibition, 7H9 media; higher % means a stronger effect; inhibition, % at 25 µM, or IC50 in µM where a hit was titrated; 330,000 tested, 0.59% active; in the data active = a potency from the dose series; inconclusive = inhibition above about 70% without an active follow-up result;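 note: bacterial growth assessed after seven days of incubation; strong numbers were not always called active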
Salmonella PhoP GFP: Inhibition of PhoP regulon, Salmonella typhi GFP reporter cells, confirmation, 4 h (AID 1850) | Salmonella Typhi PhoP-promoter GFP reporter, fluorescence, 4 h; higher % means a stronger effect | 310,000 tested, 0.33% active | inhibition, % at 50 µM, or IC50 in µM where a hit was titrated; in the data active = a potency from the dose series; inconclusive = inhibition mostly from about 25% at the one dose, without a potency; inactive = the rest, 99 in 100 with inhibition below about 19%;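 note: 0% = induced wells with vehicle and 100% = uninduced wells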
inhibitors of VEEV 10K pilot screen: second read-out of inhibitors of VEEV, no call of its own (marks repeat the call); inhibition, %; measured here: 10K pilot screen inhibition
Active calls of the source: *; i = inactive; ? = inconclusive; . = no result given.

SMILES	M. tuberculosis	H1N1 NS1A inhibition	inhibitors of VEEV	H37Rv inhibition	Salmonella PhoP GFP	others
Cc1cccc(NC(=O)C(C)Sc2nnc(-c3cccnc3)o2)c1 (stereo not drawn)	-15%	-9%	0.5%	-8%	.
CC1(C)Cc2c(cnn2-c2ccccc2)-c2c1c1ccccc1n2CC(O)CBr (stereo not drawn)	27%	5%	5.7%	?	6%
Cc1ccccc1N(CC(=O)NC1CCCC1)C(=O)c1csnn1	-3%	8%	2.4%	-2%	4%
COCCn1c(=NC(=O)c2cccs2)sc2cc(NC(C)=O)ccc21	3%	4%	1.5%	-1%	-1%
CC1(C)Cc2ccccc2C(=NC(Cc2c[nH]c3ccccc23)C(=O)O)N1 (stereo not drawn)	13%	-1%	0.8%	-2%	-11%
CCOC(=O)c1ccc(NC2Nc3cc(C)nn3S2)cc1 (stereo not drawn)	?	-2%	2.2%	35%	5%
O=C(NC1CCS(=O)(=O)C1)c1cccc(S(=O)(=O)N2CCCCC2)c1 (stereo not drawn)	6%	-3%	5.7%	0%	5%
CCOc1ccc(S(=O)(=O)N2CCN(CC(O)COc3cccc([N+](=O)[O-])c3)CC2)cc1 (stereo not drawn)	22%	7%	3.7%	6%	-26%
COC(=O)C(CC(C)C)N1CCC(=O)c2ccccc2S1(=O)=O (stereo not drawn)	-10%	-12%	i	-2%	-9%
CCc1ccc2[nH]c(=O)c(CN(CCCN3CCOCC3)C(=O)Nc3ccc(Cl)cc3)cc2c1	6%	15%	7.8%	?	3%
Cc1ccc(NCc2cccc(B(O)O)c2)cc1	.	-14%	1.4%	.	.
O=S(=O)(c1ccc(Cl)cc1)N1CCCCC1c1cccnc1 (stereo not drawn)	13%	-1%	1.8%	9%	8%
Cc1ccc(NC(=O)C(=O)NCC2OCCc3ccccc32)cc1 (stereo not drawn)	3%	-7%	0.6%	0%	-18%
CCCc1c(C)c2cc(C)ccc2[nH]c1=O	7%	7%	2.4%	5%	-9%
CCOc1ccc(S(=O)(=O)Nc2nccs2)cc1	-14%	-1%	0.2%	-6%	-1%

Of the compounds above, these contain a halogen.
SMILES	M. tuberculosis	H1N1 NS1A inhibition	inhibitors of VEEV	H37Rv inhibition	Salmonella PhoP GFP	others
CC1(C)Cc2c(cnn2-c2ccccc2)-c2c1c1ccccc1n2CC(O)CBr (stereo not drawn)	27%	5%	5.7%	?	6%
CCc1ccc2[nH]c(=O)c(CN(CCCN3CCOCC3)C(=O)Nc3ccc(Cl)cc3)cc2c1	6%	15%	7.8%	?	3%
O=S(=O)(c1ccc(Cl)cc1)N1CCCCC1c1cccnc1 (stereo not drawn)	13%	-1%	1.8%	9%	8%

Other records.
SMILES	M. tuberculosis	H1N1 NS1A inhibition	inhibitors of VEEV	H37Rv inhibition	Salmonella PhoP GFP	others
COc1ccc(NC(=O)N(CCc2ccccc2)Cc2cc3c(C)cc(C)cc3[nH]c2=O)cc1	2%	-2%	2.5%	-1%	12%
O=C(NCCC1=CCCCC1)C1CCC(CNc2c(N3CCCC3)c(=O)c2=O)CC1 (stereo not drawn)	4%	-3%	0.1%	-6%	21%
CCCOc1ccc(C(=O)NC(=S)NCc2cccnc2)cc1	?	-11%	5.3%	21µM*	-3%
COc1ccccc1-c1cc(C(=O)O)c2c(=O)n(C)c(=O)n(Cc3ccccc3)c2n1	-13%	6%	i	-2%	12%
CC(Oc1ccc(Cl)cc1)c1ccnn1S(=O)(=O)c1ccc(Cl)cc1 (stereo not drawn)	63%	-1%	2.7%	-5%	-15%
CCOC(=O)C1(Cc2ccccc2Cl)CCN(S(C)(=O)=O)CC1	-1%	12%	2.1%	11%	8%
Clc1ccc(Cc2noc(Cc3ccccc3)n2)cc1Cl	53%	-24%	2.1%	2%	-2%
N#Cc1ccc(NC(=O)CN2C(=O)NC3(CCCC3)C2=O)cc1Cl	7%	5%	i	5%	9%
COCCCn1c(-c2cccc(Cl)c2)nc2c1c(=O)[nH]c(=O)n2Cc1ccccc1	7%	-2%	4.8%	6%	6%
O=C(CCS(=O)(=O)Cc1ccc(Cl)cc1)NCCCN1CCOCC1	.	5%	1.7%	.	2%	inhibitors of VEEV 10K pilot screen=1.0
COC(=O)c1ccc(OC(=O)/C=C/c2ccco2)cc1	4%	4%	i	5%	14%
O=C(NCc1ccccn1)c1cc2ccccc2oc1=O	6%	6%	i	0%	1%
CC1(C)Cc2nc3sc(C(=O)NCCCO)c(N)c3cc2CS1	-3%	9%	0.7%	-6%	1%
COc1ccc(C(=O)NCCN2C(=O)S/C(=C\c3cccnc3)C2=O)cc1[N+](=O)[O-]	-3%	-4%	4.5%	6%	6%
C=CCNC(=S)NNC(=O)c1ccc(OCCC)cc1	54%	-12%	1.3%	2%	0%

Three neighbouring compounds out of the list so far:
SMILES	M. tuberculosis	H1N1 NS1A inhibition	inhibitors of VEEV	H37Rv inhibition	Salmonella PhoP GFP	others
CC(Oc1ccc(Cl)cc1)c1ccnn1S(=O)(=O)c1ccc(Cl)cc1 (stereo not drawn)	63%	-1%	2.7%	-5%	-15%
CCOC(=O)C1(Cc2ccccc2Cl)CCN(S(C)(=O)=O)CC1	-1%	12%	2.1%	11%	8%
Clc1ccc(Cc2noc(Cc3ccccc3)n2)cc1Cl	53%	-24%	2.1%	2%	-2%

The listing continues:
SMILES	M. tuberculosis	H1N1 NS1A inhibition	inhibitors of VEEV	H37Rv inhibition	Salmonella PhoP GFP	others
COc1ccc(-c2noc(CCCC(=O)Nc3cccnc3)n2)cc1OC	-13%	-5%	i	-5%	-2%
COc1ccccc1C1NC(=O)NC(C)=C1C(=O)OC1CCCC(C)C1 (stereo not drawn)	19%	-2%	2.3%	-1%	-3%
CC(=O)NC(Cc1ccc(N(CCCl)CCCl)cc1)C(=O)NC(C(=O)O)C(C)C (stereo not drawn)	-5%	1%	0.9%	1%	-4%
COC(=O)C1C(=O)CC(C)(O)C(C(=O)OC)C1c1ccccc1F (stereo not drawn)	4%	8%	0.8%	2%	9%
COC(=O)C1(C)NC(c2ccc(O)cc2)C2C(=O)N(c3ccc4c(c3)OCCO4)C(=O)C21 (stereo not drawn)	0%	6%	1.7%	0%	6%
CC(C)c1nnc(NC(=O)CCC(=O)N2CCN(C3c4ccccc4-c4ccccc43)CC2)s1	-5%	-2%	1.3%	0%	5%
Cc1ccc(S(=O)(=O)Cn2nnnc2CN2CCN(Cc3ccc4c(c3)OCO4)CC2)cc1	24%	3%	i	13%	-4%
COc1ccc(C2=CC(c3ccco3)n3ncnc3N2)cc1 (stereo not drawn)	.	-1%	8.5%	.	.
Cc1c(/C=N/O)c2ccccn2c1C(=O)c1ccc(F)cc1	9%	-33%	0.2%	8%	-18%
Cc1ccc(NS(=O)(=O)c2cccc(C(=O)NCCCn3ccnc3)c2)cc1	18%	-6%	1.3%	-4%	-3%
COC(=O)c1ccccc1S(=O)(=O)N1CCC(c2nc3ccccc3o2)CC1	-5%	5%	i	-6%	5%
O=C(NC12CC3CC(CC(C3)C1)C2)N1CCC(O)(c2ccc3c(c2)OCO3)CC1	39%	1%	0.9%	-1%	-5%
c1ccc(CCc2nc(-c3ccccn3)no2)cc1	1%	-7%	1.6%	3%	9%
CCOc1ccccc1CNS(=O)(=O)c1cc(-c2cc(C)no2)ccc1C	5%	7%	5.8%	-13%	-10%
COc1nccnc1NS(=O)(=O)c1ccc(NS(=O)(=O)c2ccc(NC(C)=O)cc2)cc1	-8%	3%	1.0%	-8%	1%

Pulled by compound from above (2):
SMILES	M. tuberculosis	H1N1 NS1A inhibition	inhibitors of VEEV	H37Rv inhibition	Salmonella PhoP GFP	others
COc1ccc(-c2noc(CCCC(=O)Nc3cccnc3)n2)cc1OC	-13%	-5%	i	-5%	-2%
COc1ccccc1C1NC(=O)NC(C)=C1C(=O)OC1CCCC(C)C1 (stereo not drawn)	19%	-2%	2.3%	-1%	-3%

An excerpt from above in order of number of heavy atoms, falling:
SMILES	M. tuberculosis	H1N1 NS1A inhibition	inhibitors of VEEV	H37Rv inhibition	Salmonella PhoP GFP	others
COc1nccnc1NS(=O)(=O)c1ccc(NS(=O)(=O)c2ccc(NC(C)=O)cc2)cc1	-8%	3%	1.0%	-8%	1%
COC(=O)c1ccccc1S(=O)(=O)N1CCC(c2nc3ccccc3o2)CC1	-5%	5%	i	-6%	5%
COc1ccc(-c2noc(CCCC(=O)Nc3cccnc3)n2)cc1OC	-13%	-5%	i	-5%	-2%

Next section:
SMILES	M. tuberculosis	H1N1 NS1A inhibition	inhibitors of VEEV	H37Rv inhibition	Salmonella PhoP GFP	others
O=c1c2nccnc2[nH]c(=S)n1Cc1ccccc1	-1%	1%	5.7%	9%	-6%
O=C(NCCSc1ncc(-c2ccc(F)cc2)[nH]1)c1ccco1	-8%	-6%	i	4%	2%
Cc1cc(C)c(/C=C(\C#N)S(=O)(=O)c2ccccc2)[nH]1	3%	11%	i	2%	1%
N#C/C(=C/c1cc(Cl)c(O)c(Cl)c1)C(=O)N1CCCCC1	38%	-4%	0.5%	-8%	-5%
NNC(=O)c1ccncc1	62%	2%	0.5%	?	2%
CC(C)(C)C(=O)NC(CC(=O)O)c1ccccc1 (stereo not drawn)	-10%	5%	i	2%	6%
S=c1[nH]nc(Cc2cccs2)n1-c1ccccc1Cl	-3%	6%	i	13%	-5%
O=C(NCCCO)c1ccc(CSc2nc3ccccc3[nH]2)cc1	2%	-21%	8.8%	-9%	-17%
CC(C)c1nnc(NC(=O)CCC(=O)NCCc2ccccc2)s1	12%	13%	0.6%	-1%	11%
CCOC(=O)CNc1nc2ccccc2n2c(C)nnc12	31%	-8%	0.5%	-3%	-4%
O=C(NCc1ccccc1)N(Cc1cc2cc3c(cc2[nH]c1=O)OCCO3)CC1CCCO1 (stereo not drawn)	.	-13%	9.9%	.	.
O=C(Cn1cnnn1)OCC(=O)c1ccc(Cl)s1	17%	0%	i	-5%	-9%
CCOc1ccc(/C(CC)=N/NC(=O)C2(C)CC2(Br)Br)cc1 (stereo not drawn)	3%	-3%	0.1%	-3%	-6%
CCN(CC)S(=O)(=O)c1cc(NS(=O)(=O)c2cccc(Cl)c2Cl)ccc1C	16%	4%	i	-5%	2%
CCN(Cc1ccc(OC)c(F)c1)C(C)C(=O)Nc1ccc(S(=O)(=O)N2CCCC2)cc1 (stereo not drawn)	51%	-2%	2.5%	1%	.
Cc1ccc(C2C3=C(CC(C)(C)CC3=O)NC3=C2C(=O)c2ccccc23)cc1 (stereo not drawn)	66%	8%	6.1%	42%	-2%
C/C=C/c1ccc(OCCN2C(=O)NC(C)(C)C2=O)c(OC)c1	17%	-8%	0.3%	-7%	2%
CC(C)CNc1nc(Oc2ccc(=O)[nH]n2)nc(N(C)C)n1	.	1%	2.4%	.	-1%
C/C(=N\N=C\c1ccc(N(C)C)cc1)c1cccc([N+](=O)[O-])c1	25%	7%	i	8%	-4%
CCOC(=O)c1nn(-c2ccc(OCC)cc2)c2nc(CC(C)C)c(C#N)c(=O)n12	53%	-28%	i	-8%	-12%
COc1ccc(C(=O)NCC(=O)N2CCN(C(=O)c3ccco3)CC2)cc1[N+](=O)[O-]	-8%	7%	i	-3%	.

Outcome played no part in choosing rows; any-hit rate near 1.6%.
